From PubChem
ASAP1 inh – blocks human ASAP1-stimulated Arf1 GTP hydrolysis; Q9ULH1; GDP FP detection; inhibition, % at 16.5 µM; actives 0.19% (n = 360,000); AID 624377; in the data active = inhibition above about 25%;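 also: 0% = vehicle with enzyme and substrate and 100% = no enzyme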
TDP2 absorb – TDP2 (human) inhibition, absorbance primary screen | O95551 | recombinant TDP2, T5PNP hydrolysis, p-nitrophenol absorbance 415 nm | inhibition, % at 12.8 µM | actives 0.34% (n = 370,000) | AID 720702;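 active = inhibition above the mean of all tested compounds plus 3 SD, set per campaign, cut at about 25% in these data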;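 also: 0% = DMSO with enzyme and 100% = buffer with substrate but no TDP2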
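Test system: human TDP2 enzyme; Input: 120 nM TDP2 per well; Buffer or medium: Mg2+-containing Tris-HCl buffer, pH 7.5; Reagent: 5 mM T5PNP; Dosing: 12.8 µM single point, 1% DMSO; Incubation: reaction 2 h, 37 °C; Detection: p-Nitrophenol epi absorbance; Read-out: % inhibition relative to enzyme-containing and enzyme-free wells; Replicates: single well per compound.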
DDE Tn7 FP inh – inhibitors of Tn7 peptide binding to human fibrin DD(E); AID 720508; actives 0.13% (n = 370,000); P02675; inhibition, % at 8.3 µM; FP displacement of FITC-Tn7 peptide from fibrin DD(E); 0% = median of compound wells per plate;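 active = inhibition above the mean of compounds falling within the control limits plus 3 SD of them, cut at about 14% in these data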;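 also: 0% = plate median of compound wells and 100% = 10 µM Aha-Tn7 peptide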
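Measure: % inhibition scaled between sample-field median and high-control FP; Test system: human fibrin DD(E); Quantity: 2 µM final DD(E) protein; Doses: one dose, 8.3 µM nominal; Schedule: compound with protein 10 min, then 3 h after probe, room temperature; Detection: fluorescence polarization; Medium: Tris buffer with calcium and detergent, pH 7.8.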
ADAM17 inh – ADAM17 inhibition, QFRET primary screen; P78536; inhibition, % at 6.95 µM; actives 0.83% (n = 370,000); recombinant ADAM17, EDANS/DABCYL FRET peptide cleavage;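 active = inhibition above the mean of compounds lying between control limits plus 3 SD, set per campaign, cut at about 8.5% in these data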;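 also: 0% = DMSO-only wells as the low control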
PLCg1 inh – PLC-gamma1 (human) inhibition, primary screen; purified PLC-gamma1, fluorogenic substrate, fluorescence; P19174; inhibition, % at 12.2 µM; actives 0.84% (n = 370,000); in the data active = inhibition above about 9.5%
SIAE primary – human SIAE inhibition, primary screen; SIAE FP-Rh probe binding, fluorescence polarization; inhibition, % at 9.66 µM; actives 0.69% (n = 370,000);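 active = inhibition above a cutoff: mean of compounds within the control limits plus 3 SD of those, cut at about 17% in these data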;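 also: 0% = plate median of compound wells and 100% = probe without SIAE protein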
PLCb3 inh – PLC-beta3 (human) inhibition, primary screen. inhibition, % at 12.2 µM. actives 0.18% (n = 370,000). Purified PLC-beta3, fluorogenic substrate, fluorescence. Q01970. AID 720704; in the data active = inhibition above about 11%;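 also: 0% = median of compound wells on plate and 100% = full blocker control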
Target sequence (Q01970 whole entry, looked up): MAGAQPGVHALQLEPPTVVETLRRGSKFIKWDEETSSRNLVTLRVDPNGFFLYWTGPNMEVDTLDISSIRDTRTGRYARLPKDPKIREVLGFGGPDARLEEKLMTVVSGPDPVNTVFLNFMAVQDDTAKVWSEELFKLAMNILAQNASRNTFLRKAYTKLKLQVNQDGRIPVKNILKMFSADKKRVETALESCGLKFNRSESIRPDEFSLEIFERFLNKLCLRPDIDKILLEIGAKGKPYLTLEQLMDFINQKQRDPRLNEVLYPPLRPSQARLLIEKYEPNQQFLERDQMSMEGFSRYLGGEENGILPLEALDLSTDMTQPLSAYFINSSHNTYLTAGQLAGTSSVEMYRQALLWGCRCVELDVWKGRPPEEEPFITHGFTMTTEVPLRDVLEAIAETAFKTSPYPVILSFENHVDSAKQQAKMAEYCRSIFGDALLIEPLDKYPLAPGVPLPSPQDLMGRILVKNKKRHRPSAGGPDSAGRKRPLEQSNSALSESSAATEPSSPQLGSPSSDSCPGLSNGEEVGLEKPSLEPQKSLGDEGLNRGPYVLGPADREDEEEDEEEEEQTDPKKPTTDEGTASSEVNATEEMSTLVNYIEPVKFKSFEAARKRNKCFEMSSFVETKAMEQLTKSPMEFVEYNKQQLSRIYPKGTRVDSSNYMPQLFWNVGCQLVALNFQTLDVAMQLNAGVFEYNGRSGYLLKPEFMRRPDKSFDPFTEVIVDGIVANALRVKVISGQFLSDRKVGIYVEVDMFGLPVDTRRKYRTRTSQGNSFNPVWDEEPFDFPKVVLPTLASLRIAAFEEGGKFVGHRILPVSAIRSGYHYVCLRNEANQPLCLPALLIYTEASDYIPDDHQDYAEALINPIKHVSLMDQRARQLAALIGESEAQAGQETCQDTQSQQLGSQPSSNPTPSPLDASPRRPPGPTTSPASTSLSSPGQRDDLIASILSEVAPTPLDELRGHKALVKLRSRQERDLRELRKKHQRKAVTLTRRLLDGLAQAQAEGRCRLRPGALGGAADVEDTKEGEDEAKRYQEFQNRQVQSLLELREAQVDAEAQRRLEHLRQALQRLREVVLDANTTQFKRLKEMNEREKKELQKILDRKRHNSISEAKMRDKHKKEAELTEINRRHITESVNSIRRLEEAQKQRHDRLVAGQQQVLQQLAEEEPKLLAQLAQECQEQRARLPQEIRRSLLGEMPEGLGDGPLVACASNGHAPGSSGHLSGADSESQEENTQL
ARFGAP1 inh – rat ARFGAP1 inhibition; Arfgap1-stimulated ARF1 GTP hydrolysis, GDP FP detection; inhibition, % at 16.5 µM; actives 0.26% (n = 360,000);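 active = inhibition above a per-plate limit, mean inhibition of low control wells plus 3 SD, cut at about 25% in these data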;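 also: 0% = DMSO wells with enzyme and 100% = wells lacking Arfgap1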
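Material: rat Arfgap1 GAP domain (His6, aa 1-136), purified enzyme. Also added: human ARF1(Δ1-17)-GTP substrate. Compound dosing: 16.5 µM single point, 1.26% DMSO. Timing: enzyme reaction 120 min at 25 °C after 20 min preincubation. Signal: GDP detection by fluorescence polarization. Read-out basis: percent inhibition of GAP-stimulated GDP formation, scaled between DMSO and no-Arfgap1 medians.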
ADAM10 inh – inhibits human ADAM10. recombinant ADAM10, EDANS/DABCYL FRET peptide cleavage, 3 h. O14672. AID 720582. inhibition, % at 7 µM. actives 0.62% (n = 370,000);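 active = inhibition above a per-campaign cutoff equal to the mean of compounds falling between control-based bounds plus 3 SD, cut at about 20% in these data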;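 also: 0% = DMSO wells while the 100% control is not disclosed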
DDE Tn6 FP inh – disrupts Tn6 cyclic peptide binding to fibrin D-Dimer-E complex; inhibition, % at 8.3 µM; Fibrin DD(E) TRITC-Tn6 fluorescence polarization displacement; P02675; AID 720509; actives 0.21% (n = 370,000);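 active = inhibition above a per-campaign cutoff: mean of compounds within control limits plus 3 SD, cut at about 15% in these data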;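 also: 0% = median of all compound wells on the plate and 100% = blocking peptide control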
Active calls of the source: *; nt = no result given. An unsorted share of the library; overall some 3.6% were active at least once.

SMILES	ASAP1 inh	TDP2 absorb	DDE Tn7 FP inh	ADAM17 inh	PLCg1 inh	SIAE primary	PLCb3 inh	ARFGAP1 inh	ADAM10 inh	DDE Tn6 FP inh
CCc1ccc(OCCOCC(O)CNC2CCCC2)cc1 (stereo not given)	-3	9	-6	-2	3	6	-4	7	4	9
CCS(=O)(=O)C1=NSC2=NC(=O)/C(=C\c3ccc(OC(=O)c4ccco4)cc3)C(=N)N21	4	2	4	-10	-10	-18	-18	-6	-35	1
O=C(C1CCN(S(=O)(=O)c2ccc(Cl)cc2)CC1)N1CCOCC1	0	6	-3	0	-2	-1	2	-3	6	3
Cc1occc1C(=O)N(Cc1nc(-c2ccccc2)no1)C(C)C	6	-1	-3	0	4	-8	4	-3	0	-6
Cc1cc(C(F)F)nn1CC(=O)NC1C(=O)N2C(C(=O)O)=C(CSc3nnnn3C)CSC12 (stereo not given)	2	-2	4	1	3	3	7	4	-3	-6
CC(=O)Nc1cc2nc(C)n(Cc3ccccc3[N+](=O)[O-])c2nc1C	-3	3	2	-5	0	2	-3	7	1	-1
COc1ccc(-c2csc(NC(=O)C3CCCO3)n2)cc1 (stereo not given)	6	-5	-3	-3	-1	-5	-2	9	-3	-2
Cc1cc(C)cc(NC(=O)Cc2ccc(S(=O)(=O)N3CCCC3)s2)c1	-3	-2	10	2	-2	-5	1	-9	-3	3
O=C(NCCc1ccccc1Cl)[C@@H]1CCCN1C(=O)[C@@H](NC(=O)N1CCOCC1)c1ccccc1	-1	2	3	-4	0	5	-2	-11	-6	7
Cc1ccc(CN2CCCCC(NC(=O)c3cccc(F)c3)C2=O)cc1 (stereo not given)	nt	7	-1	-1	2	-5	-1	nt	-2	0
CN(C(=O)CSc1ccccc1C(=O)O)C1CCCCC1	18	0	-4	-8	-3	1	-6	-4	-16	-2
Cc1ccc(C(=O)NC(C)c2ccccc2)cc1Br (stereo not given)	7	-7	-7	7	2	7	3	9	8	0
NC(=O)CC(NC(=O)c1ccccc1)c1ccc(NCCN2CCCCC2)c([N+](=O)[O-])c1 (stereo not given)	-5	-1	-6	0	2	3	3	6	3	10
O=C(Cn1ccc([N+](=O)[O-])n1)Nc1ccccn1	5	-2	3	-9	0	-6	-8	9	-9	2
O=C(Nc1ccc(NC(=O)C2CC2)nc1)c1cccs1	-10	8	3	-4	1	-3	-1	-3	4	4
CN(Cc1ccccc1)C(=O)c1cc2ccccc2o1	-10	-1	-2	-1	1	1	2	-7	2	3
Cc1ccccc1N(CC(N)=O)S(C)(=O)=O	9	-13	10	5	2	1	8	-3	7	-5
CCOC(=O)c1ccc(NC(=O)CSc2nc3c(c(=O)n2-c2ccccc2OC)SCC3)cc1	8	-1	10	-1	-1	1	0	17	-14	4
Cc1oc(-c2ccccc2F)nc1CS(=O)(=O)CC(=O)NCCCc1ccccc1	-3	2	1	3	3	3	1	7	6	-1
O=C(NCCCCNC(=O)C(F)(F)F)C(F)(F)F	2	-3	2	1	-3	-5	-4	-4	-3	0

5 entries already listed, ordered by their value in DDE Tn6 FP inh, ascending:
SMILES	ASAP1 inh	TDP2 absorb	DDE Tn7 FP inh	ADAM17 inh	PLCg1 inh	SIAE primary	PLCb3 inh	ARFGAP1 inh	ADAM10 inh	DDE Tn6 FP inh
Cc1cc(C(F)F)nn1CC(=O)NC1C(=O)N2C(C(=O)O)=C(CSc3nnnn3C)CSC12 (stereo not given)	2	-2	4	1	3	3	7	4	-3	-6
O=C(NCCCCNC(=O)C(F)(F)F)C(F)(F)F	2	-3	2	1	-3	-5	-4	-4	-3	0
CCOC(=O)c1ccc(NC(=O)CSc2nc3c(c(=O)n2-c2ccccc2OC)SCC3)cc1	8	-1	10	-1	-1	1	0	17	-14	4
O=C(NCCc1ccccc1Cl)[C@@H]1CCCN1C(=O)[C@@H](NC(=O)N1CCOCC1)c1ccccc1	-1	2	3	-4	0	5	-2	-11	-6	7
CCc1ccc(OCCOCC(O)CNC2CCCC2)cc1 (stereo not given)	-3	9	-6	-2	3	6	-4	7	4	9

Next section.
SMILES	ASAP1 inh	TDP2 absorb	DDE Tn7 FP inh	ADAM17 inh	PLCg1 inh	SIAE primary	PLCb3 inh	ARFGAP1 inh	ADAM10 inh	DDE Tn6 FP inh
COc1cc2oc3ccccc3c2cc1N(CC(=O)N1CCCCC1)S(=O)(=O)c1ccc(C)cc1	-17	-1	-4	7	-3	-2	2	5	20	4
CN1/C(=C\C(=O)c2cccnc2)C(C)(C)c2ccccc21	3	-8	1	2	-80	4	-71	-15	0	-1
COc1ccc(CCNC(=S)c2ccccc2)cc1OC	5	4	4	0	0	-1	-9	5	12	-2
COc1ccc(N(C(=O)c2ccncc2)S(=O)(=O)c2ccc(F)cc2)cc1	7	-15	2	-5	5	0	-9	15	0	5
O=C(NNC1CC(=O)N(c2ccc(Br)cc2)C1=O)c1ccco1 (stereo not given)	-6	13	1	0	-3	2	-4	4	1	2
COc1cc(/C=C/C(=O)c2ccccc2O)cc(OC)c1OC	5	-8	1	1	-4	-5	-4	-3	-4	1
CCCc1nnc(NC(=O)CCC(=O)NC2CCCCC2)s1	-2	6	-2	3	4	-2	-8	7	-13	-6
O=C(COC(=O)c1ccc(Sc2ncn[nH]2)c([N+](=O)[O-])c1)Nc1ccc(Cl)cc1	nt	-13	1	6	8	-7	4	nt	9	-1
NC(=O)C(Cc1ccccc1)N1C(=O)c2ccccc2C1=O (stereo not given)	7	-14	-4	-2	6	-2	-1	-9	6	-4
Cc1cccc(NC(=O)CNC(=O)[C@H]2O[C@@H](n3ccc(=O)[nH]c3=O)[C@H](O)[C@@H]2O)c1C	1	4	0	2	0	0	0	7	15	7
O=C(NCc1cccs1)C1CCCN(S(=O)(=O)c2ccc([N+](=O)[O-])cc2)C1 (stereo not given)	nt	0	-3	1	4	3	3	nt	3	2
COc1ccc(C2/C(=C(\O)c3ccc4c(c3)CC(C)O4)C(=O)C(=O)N2Cc2cccnc2)c(OC)c1 (stereo not given)	-10	8	-2	-2	-5	-1	-8	-6	-4	-1
Cc1ccc(C(=O)NCC2CCCN2S(=O)(=O)c2cccs2)cc1C (stereo not given)	7	-7	0	-4	1	-2	-6	6	-10	3
COc1ccc(-n2cc(CNCCCN3CCCC3=O)c(-c3ccccc3Cl)n2)cc1	-4	1	3	-5	-2	7	-5	18	-4	2
Cc1nn(C(=O)c2ccoc2C)c(N)c1-c1ccccc1	-2	-4	7	-5	2	-2	-8	2	-4	2
c1ccc(-c2ccc3ncccc3n2)cc1	-13	-5	-4	3	-1	-1	0	6	-27	-2
O=[N+]([O-])c1ccc(Sc2ccccc2Cl)nc1	-11	1	11	-1	3	2	2	-20	12	9
C[C@@H]1CN([C@H](C)CO)C(=O)c2cc(Br)cnc2O[C@H]1CN(C)Cc1ccccc1	-9	1	2	-2	-1	7	3	3	-14	1
CC(C)(C)NC(=O)C(=O)N/N=C/c1ccc(Br)cc1	-5	-5	-3	-1	1	5	1	2	0	9
COCCNC(=O)C1CCN(S(=O)(=O)N2CCC3(CC2)OCCO3)CC1	-6	-8	1	2	-3	-5	0	-15	-5	1

Random excerpt: 5 entries already listed.
SMILES	ASAP1 inh	TDP2 absorb	DDE Tn7 FP inh	ADAM17 inh	PLCg1 inh	SIAE primary	PLCb3 inh	ARFGAP1 inh	ADAM10 inh	DDE Tn6 FP inh
COc1cc(/C=C/C(=O)c2ccccc2O)cc(OC)c1OC	5	-8	1	1	-4	-5	-4	-3	-4	1
O=C(C1CCN(S(=O)(=O)c2ccc(Cl)cc2)CC1)N1CCOCC1	0	6	-3	0	-2	-1	2	-3	6	3
C[C@@H]1CN([C@H](C)CO)C(=O)c2cc(Br)cnc2O[C@H]1CN(C)Cc1ccccc1	-9	1	2	-2	-1	7	3	3	-14	1
Cc1occc1C(=O)N(Cc1nc(-c2ccccc2)no1)C(C)C	6	-1	-3	0	4	-8	4	-3	0	-6
CCc1ccc(OCCOCC(O)CNC2CCCC2)cc1 (stereo not given)	-3	9	-6	-2	3	6	-4	7	4	9

Next section.
SMILES	ASAP1 inh	TDP2 absorb	DDE Tn7 FP inh	ADAM17 inh	PLCg1 inh	SIAE primary	PLCb3 inh	ARFGAP1 inh	ADAM10 inh	DDE Tn6 FP inh
O=[N+]([O-])c1ccc(C2CCCC/C2=N\OCc2cccc(F)c2)c([N+](=O)[O-])c1 (stereo not given)	-5	9	8	1	2	5	3	9	2	1
O=C(CSc1ccc(-c2ccc(Cl)cc2)nn1)N1CCCc2ccccc21	3	1	7	5	1	-4	0	0	6	1
CCOc1cc(C2C(C(=O)OC(C)C)=C(C)N=C3SCCC(=O)N32)ccc1OC(C)=O (stereo not given)	-1	-15	4	-1	-3	7	-2	4	2	-1
COc1cc(CNc2ccc3[nH]c(=O)[nH]c3c2)ccc1OCc1ccccc1C	5	12	-2	-23	-41	11	-75	14	-63	9
Nn1c(=O)[nH]c2ccccc2c1=O	-9	-15	-3	0	4	-2	5	-5	1	-14
Cc1cc(C(=O)COC(=O)c2ccc(O)cc2)c(C)n1Cc1ccco1	2	-12	-1	4	-2	-2	0	9	-5	11
O=C(O)c1cccc(S(=O)(=O)N2CCC(Cc3ccccc3)CC2)c1	-5	4	-4	-1	-2	2	-7	3	-8	5
Cc1nn(-c2ccccc2)c2[nH]c(=O)c(CNCc3ccc4c(c3)OCO4)cc12	-9	2	-5	-2	-14	5	-12	-5	-2	-2
COc1ccccc1/C=C1\Oc2cc(OC(=O)N3CCOCC3)ccc2C1=O	-1	2	-10	-5	-48	8	-65	8	-9	-6
Cc1nc(SCC(=O)NC(C)c2ccccc2)c2oc3ccccc3c2n1 (stereo not given)	-11	2	6	0	-2	1	-1	-7	-1	1
Cc1c(NC(=O)C(=O)N/N=C/c2cccs2)c(=O)n(-c2ccccc2)n1C	-11	7	-5	0	6	6	-13	13	6	0
CC(C)Cn1c(N)c(C(=O)COC(=O)c2c(F)cccc2F)c(=O)n(C)c1=O	-5	-2	-1	-2	3	-1	3	-5	-8	-1
